# Runt-SMMHC FRET: blocks binding of human RUNX1 Runt domain to CBFb-SMMHC; Q01196+Q13951; Cerulean-Runt/Venus-CBFb-SMMHC FRET ratio 530/480, 1 h; inhibition, % at 20 µM; hit rate 0.74% among 220,000;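 active = mean inhibition across duplicate retests at 20 µM reaching about 50%, limit read from the data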;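 note: 0% = DMSO wells and 100% = wells with excess untagged CBFb-SMMHC; inhibitors lower the FRET ratio by blocking Runt binding to CBFb-SMMHC; some results filed as inactive read as strong as hits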
# EBV gp42 block: blocks Epstein-Barr virus glycoprotein 42 binding. Fluorescence polarization binding assay, mP read-out. inhibition, % (tested at 21.74 µM). Q1HVG2. hit rate 0.42% among 220,000; in the data active = inhibition above about 50%
# Target sequence (Q1HVG2 whole entry, looked up): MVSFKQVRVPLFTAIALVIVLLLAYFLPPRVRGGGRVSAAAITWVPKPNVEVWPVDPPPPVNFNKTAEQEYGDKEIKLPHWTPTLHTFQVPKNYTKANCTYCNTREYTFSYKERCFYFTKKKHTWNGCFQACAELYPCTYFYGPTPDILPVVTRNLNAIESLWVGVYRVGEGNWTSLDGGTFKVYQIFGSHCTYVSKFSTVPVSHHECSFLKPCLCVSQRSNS
# m-calpain inh: calpain II (pig) inhibition; purified calpain II, fluorogenic peptide substrate, 30 min; inhibition, % at 16 µM; hit rate 0.37% among 220,000; AID 1236;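 active = inhibition above about 50%, limit read from the data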
# RBBP9 inhibitor: human RBBP9 hydrolase inhibition | recombinant RBBP9, FP-Rh probe fluorescence polarization | inhibition, % at 7.94 µM | hit rate 0.2% among 220,000;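 active = inhibition above the campaign mean of all tested compounds plus 3 SD, cut at about 14% in these data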;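 note: plate controls were DMSO wells with RBBP9 for no effect and wells lacking RBBP9 protein for full effect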
# Target sequence (O75884 whole entry, looked up): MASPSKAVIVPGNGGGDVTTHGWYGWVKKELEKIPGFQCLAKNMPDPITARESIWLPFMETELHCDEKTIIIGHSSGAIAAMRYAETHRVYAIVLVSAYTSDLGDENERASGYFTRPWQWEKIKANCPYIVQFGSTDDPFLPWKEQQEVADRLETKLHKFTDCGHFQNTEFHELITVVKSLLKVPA
#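 Measured by: FP readout at 525/598 nm; material: recombinant human RBBP9; also added: Serine-hydrolase probe FP-Rh, 375 nM pre-mixing; medium: Tris buffer pH 8.0, NaCl, Pluronic; replication: one well per compound; doses: one concentration, 7.94 µM nominal, 0.794% DMSO; timing: preincubation 30 min plus labeling 45 min at 25 °C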
# TbHK1 inh: T. brucei hexokinase 1 inhibition | recombinant TbHK1, G6PDH-coupled NADH A340 | hit rate 0.11% among 220,000 | inhibition, % at 10 µM;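 active = inhibition of 50% or more in the single-dose primary screen; inactive = inhibition below 50%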
# p97 inhibitor: inhibitors of human p97 ATPase. P55072. recombinant p97 ATPase, Kinase-Glo ATP luminescence, 3 h. AID 1481. inhibition, % at 8 µM. hit rate 0.42% among 220,000; in the data active = inhibition above about 15%;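 note: 0% = DMSO vehicle and 100% = wells lacking enzyme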
# NCF1 inh: blocks human p47phox regulatory protein of NADPH oxidases; hit rate 0.53% among 220,000; p47phox/p22phox peptide binding, fluorescence polarization, 2 h; inhibition, % at 24.7 µM; AID 1274; P14598;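 active = inhibition above about 30%, limit read from the data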;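 note: 0% = p47phox with labelled peptide and 100% = labelled peptide alone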
# Furin inhibitor: blocks human furin protease activity; purified furin, fluorogenic substrate cleavage; hit rate 0.061% among 220,000; inhibition, % at 30 µM; in the data active = inhibition above about 25%; note: inactives centre near -15
# Target sequence (P09958 108-714 limits assumed): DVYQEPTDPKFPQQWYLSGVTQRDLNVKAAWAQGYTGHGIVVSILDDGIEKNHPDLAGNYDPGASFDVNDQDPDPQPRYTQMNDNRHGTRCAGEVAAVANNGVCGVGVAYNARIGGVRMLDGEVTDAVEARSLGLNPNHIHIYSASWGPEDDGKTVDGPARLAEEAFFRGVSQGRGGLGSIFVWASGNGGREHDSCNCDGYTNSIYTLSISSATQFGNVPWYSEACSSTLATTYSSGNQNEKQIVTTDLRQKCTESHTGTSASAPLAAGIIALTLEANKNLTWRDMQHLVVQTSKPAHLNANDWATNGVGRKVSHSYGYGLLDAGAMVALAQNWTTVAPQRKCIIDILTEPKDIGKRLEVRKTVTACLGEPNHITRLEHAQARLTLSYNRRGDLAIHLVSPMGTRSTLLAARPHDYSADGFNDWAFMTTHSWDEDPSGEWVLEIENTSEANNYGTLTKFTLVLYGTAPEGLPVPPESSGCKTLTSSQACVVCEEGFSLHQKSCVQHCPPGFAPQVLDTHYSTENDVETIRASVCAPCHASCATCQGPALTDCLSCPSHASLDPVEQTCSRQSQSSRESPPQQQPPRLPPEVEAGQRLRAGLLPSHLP
# Runt-CBFb FRET: Runt domain-CBFb interaction inhibition | Cerulean-Runt/Venus-CBFb FRET ratio 530/480, 1 h | inhibition, % at 20 µM | hit rate 0.46% among 220,000 | AID 1496;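 active = inhibition over about 50% at 20 µM in the single-dose screen, limit read from the data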;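 note: 0% = DMSO wells and 100% = excess unlabeled CBFb competitor control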
#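 test system = Cerulean-Runt domain fusion protein, energy donor | probe or stimulus = Venus-CBFb binding partner, 100 nM | incubation = two 1 h room-temperature incubations shielded from light | detection = fluorescence energy transfer, 422 nm excitation, 530/480 nm emission | measure = loss of energy transfer signal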
# Numbers without * were called inactive; i = inactive; nt = no result given; [ ] = dose if it differs, or a comment. Outcome played no part in choosing rows. Share with any hit: about 2.7%.
nr	mol	Runt-SMMHC FRET	TbHK1 inh	NCF1 inh	EBV gp42 block	p97 inhibitor	RBBP9 inhibitor	m-calpain inh	Runt-CBFb FRET	Furin inhibitor
1	CCOc1ccc(NC2=NCC(=O)N2Cc2cccs2)cc1	-9	0	-6	-18	1	-3	16	nt	-15[20 µM]
2	Cc1ccccc1NC(=O)CN1C(=O)C2C3CC(C(Br)C3Br)C2C1=O (stereo not given)	17	0	1	-3	1	-5	-28	44	-19
3	CC[N+](C)(C)Cc1ccccc1Br	2	-2	-5	0	4	-6	7	-2	-21
4	COC(=O)c1ccc(C2/C(=C(/O)c3ccc(OC)cc3)C(=O)C(=O)N2CC2CCCO2)cc1 (stereo not given)	-1	-17	-2	-1	2	-3	10	0	-30
5	COc1cccc(CN(CC(=O)NCC2CCCO2)C(=O)CCC(=O)Nc2cc(C)on2)c1 (stereo not given)	-2	28	-11	-4	3	-5	-24	-4	-1
6	COc1ccc(NC(=O)C2C(=O)N(C)C3(C)CC2c2ccccc2O3)cc1 (stereo not given)	2	2	0	4	2	-2	21	-3	-22
7	C=CCn1c(=O)c2ccccc2n2c(SCC(=O)Nc3sc(C)c(CC)c3C(=O)OCC)nnc12	-3	31	-50	-9	3	-11	-39	-10	-10
8	CCN(CC)C(=S)SC1CCCCN(C(=O)c2ccccc2)C1=O (stereo not given)	4	0	-6	-2	-2	-6	28	-1	0
9	CCCN1CN(c2ccccc2)C(=S)N(c2ccccc2)C1	-6	-7	-11	-17	3	2	6	-1	-12
10	COC(=O)N/N=C\c1ccc(-c2cc(Cl)c(Cl)cc2Cl)o1	-1	-15	-30	-27	7	-7	-81	-5	-12
11	CC(C)NC(=O)Cn1nnc(-c2cccc(NC(=O)c3ccccc3F)c2)n1	3	0	-1	-2	3	4	-8	-1	-6
12	CCOC(=O)C1CCN(CC(=O)Nc2c(C(=O)OC)[nH]c3ccc(Cl)cc23)CC1	-5	-11	-13	-2	1	5	-12	-3	22[20 µM]
13	CCn1c(C(=O)N2CCC(Cc3ccccc3)CC2)cc2sccc21	-3	5	-12	-10	1	-8	18	-2	-10
14	COc1ccc(CC(=O)Nc2nnc(SCc3ccccc3)s2)cc1S(=O)(=O)N1CCOCC1	-5	-8	-15	-37	4	-6	-19	-1	-19[20 µM]
15	O=C1N=C(N2CCOCC2)S/C1=C\C=C/c1ccccc1	4	-25	-15	-9	2	-4	23	0	-14[20 µM]
16	CSc1nsc(SCC(=O)Nc2c(C)n(C)n(-c3ccccc3)c2=O)n1	-1	-4	-5	-7	-3	1	-19	-1	-16
17	NS(=O)(=O)c1ccc(N2C(=O)C(=O)/C(=C(/O)c3ccccc3)C2c2ccc(Cl)cc2)cc1 (stereo not given)	-2	-23	-2	-10	-1	-1	7	-4	3
18	COc1cccc(CC2(CO)CCCN(Cc3[nH]c4ccc(C)cc4c3C)C2)c1 (stereo not given)	2	-5	-30	-1	-1	-4	-28	-1	-23
19	O=C(CCc1nnc(CCCCc2ccccc2)o1)NCc1cccc(F)c1	-2	3	-13	-12	-1	-8	-6	-3	-19
20	COc1ccc([C@H]2[C@H](C(=O)C(C)(C)C)N3N=Cc4ccccc4C3[C@]23N=C(c2ccccc2)OC3=O)cc1OC (stereo not given in full)	2	-8	-21	-19	-1	2	-38	13	-7[20 µM]
21	COc1cccc(-c2nc(N)nc(SC)c2C#N)c1	0	-10	1	-4	-2	-6	9	-1	-21
22	Nc1nc(N)nc(-c2ccccn2)n1	4	8	-7	-32	-2	-1	10	-1	-15
23	O=C1NC(=Nc2ccc3ccccc3c2)S/C1=C/c1ccco1	-30	-1	-43	-2	3	0	-6	1	-15
24	O=C1c2cccc3c(O)ccc(c23)C(=O)N1Cc1ccccc1	-178	7	37*	187*	9	-1	-81	-259	1[20 µM]
25	COc1ccccc1NS(=O)(=O)c1ccc(C)c(C(N)=O)c1	3	1	20	5	2	-3	18	1	-12[20 µM]
26	N#CCCN(Cc1cccnc1)C(=O)c1sc2cc(F)ccc2c1Cl	8	-8	-6	-1	-1	-8	1	-4	-22
27	Cc1nc([N+](=O)[O-])c(N2CCOCC2)n1Cc1ccccc1	-9	-22	-6	-13	5	-7	12	0	0
28	COCCNc1nc(SCC(=O)N2CCN(c3ccccc3)CC2)nc2ccccc12	2	-2	3	-12	1	2	-64	-3	-22[20 µM]
29	COC(CNS(=O)(=O)c1cccc2nonc12)OC	1	6	15	-8	-3	-2	28	1	-8
30	CC1(C)CC(=O)N(CC(=O)O)c2ccccc2S1	0	8	-5	-12	6	1	-31	-2	-33
31	CCCOc1ccccc1C1C(C(=O)OC)=CN(C(C)C)C=C1C(=O)OC	58*	-5	1	-1	4	-2	i	86*	-17[20 µM]
32	O=C(/C=C1\NC2(CCCC2)Cc2ccccc21)C(=O)N/N=C/c1ccc(O)c(O)c1	25	9	-35	2	-2	-18	-46	6	6
33	COCCN(Cc1ccccc1)P(=O)(O)c1ccccc1OCC(=O)O	5	0	-12	-2	5	3	-5	-2	-30[20 µM]
34	CCOC(=O)CSc1nc2cc(S(=O)(=O)Nc3ccccc3OC)ccc2o1	1	-3	-8	7	-3	-6	14	0	-15[20 µM]
35	Cc1ccc(C)c(/C(O)=C2/C(=O)C(=O)N(CCN3CCOCC3)C2c2ccc(C)o2)c1 (stereo not given)	-3	-18	-9	-5	3	-2	-18	2	-8
36	OC(COc1ccc2c(c1)OCO2)CN1CCN(c2ccccc2)CC1 (stereo not given)	-3	-1	-3	-8	0	-9	-3	2	-23
37	Oc1ccc(/C=N/Nc2cc(N3CCOCC3)nc(N3CCOCC3)n2)cc1O	10	-37	-11	10	5	-7	-22	4	2
38	COc1ccc(NC(=O)c2ccc(NS(=O)(=O)c3c(C)noc3C)cc2)cc1OC	0	-12	-6	-22	2	-2	7	-1	-22
39	O=C(O)c1ccc(N2CCS(=O)(=O)CC2)cc1	1	0	-7	-2	4	0	-27	0	-18
40	Cc1cc(C)cc(N2CC34C=CC(O3)C(C(=O)OCC(=O)NCc3ccco3)C4C2=O)c1 (stereo not given)	-1	1	-11	6	3	-7	-1	-1	-22
41	COc1ccc(NC2c3ccccc3C(=O)N2c2ccccn2)cc1 (stereo not given)	0	1	-14	-10	0	-6	1	2	-18
42	CCN1CCN(c2nc3c(c(=O)[nH]c(=O)n3C)n2CCCc2ccccc2)CC1	nt	3	-13	-9	-2	-5	9	nt	-14
43	CCn1c(C)nc2cc(C(=O)NNC(=S)Nc3ccc(Cl)cc3Cl)ccc21	-4	3	-13	8	2	1	-31	4	-21
44	CCOC(=O)Cc1csc(NC(=O)CSc2nc(-c3ccccc3)c(C#N)c(=O)[nH]2)n1	2	-11	-2	5	0	-10	-2	-1	-18
45	COc1ccc(-c2nnc(SCC#N)o2)cc1	3	7	-5	-18	1	-6	2	0	-12[20 µM]
46	Cc1ccc(/C(COc2ccccc2O)=N\O)cc1	4	1	-4	6	4	3	-7	2	-22
47	CCN(CC)CCN(C(=O)c1c(F)cccc1F)c1nc2cc(C)cc(C)c2s1	1	0	-7	-1	-1	-1	-8	-2	-18
48	CCc1ccc(N(CC(=O)NC)S(C)(=O)=O)cc1	2	-5	-10	-12	1	-4	-1	0	-8[20 µM]
49	COc1cc(/C=N/NC(N)=S)ccc1OC(=O)c1ccc(C)cc1	-4	-3	-6	-8	14	5	7	1	-11[20 µM]
50	COc1ccc(-c2cc(C(=O)Nc3cc(C)nn3-c3ccccc3)no2)cc1OC	-3	-12	-17	-9	3	-1	-27	-4	-28
51	Cc1cccc(C)c1NC(=O)COC(=O)c1ccc2[nH]c3c(c2c1)CCCC3	5	7	22	-3	10	-8	4	9	-5
52	O=C(CSc1nnc(-c2ccc(O)cc2)n1-c1ccccc1)CC(=O)Nc1ccccc1	-5	24	-12	3	4	-23	-12	3	-9
53	CC(=O)N1CCc2cc(S(=O)(=O)NCCC(=O)Nc3ccc4c(c3)OCCO4)ccc21	3	-2	-7	-13	2	-7	-3	0	-27
54	CCOC(=O)/C(C(N)=NCCO)=C(/O)c1ccccc1	-10	-9	-5	-1	24*	-7	-22	2	-10[20 µM]
55	COc1ccc(Nc2nnc(-c3ccc(O)cc3)c3ccccc23)cc1	-2	-6	-7	-8	8	-1	29	-2	-15
56	C=CCN(C(=O)c1ccc(Cl)cc1)c1ccccc1C(=O)NCC(=O)O	0	-8	-4	-9	7	-5	4	0	4
57	CCOC(=O)c1cc(-c2ccccc2)sc1NC(=O)CN1C(=O)NC(CC)(c2ccc(F)cc2)C1=O (stereo not given)	0	-28	-56	-22	-5	-1	-304	0	-8[20 µM]
58	O=c1cc(CSc2nnc(COc3ccccc3Cl)o2)nc2sccn12	1	-6	-17	-11	-7	-3	-71	-2	-12
59	CCOC(=O)Cc1csc(NS(=O)(=O)c2ccc(Cl)cc2)n1	-1	39	-13	-18	-4	-3	21	1	2
60	O=c1[nH]n(-c2cccc3cccnc23)c(=O)c2ccccc12	-6	-5	0	-2	1	-5	10	-3	-14

# Some of the entries so far, with values under each structure.
# Each structure is followed by: Runt-SMMHC FRET, TbHK1 inh, NCF1 inh, EBV gp42 block, p97 inhibitor, RBBP9 inhibitor, m-calpain inh, Runt-CBFb FRET, Furin inhibitor
[55] COc1ccc(Nc2nnc(-c3ccc(O)cc3)c3ccccc23)cc1
    -2, -6, -7, -8, 8, -1, 29, -2, -15
[56] C=CCN(C(=O)c1ccc(Cl)cc1)c1ccccc1C(=O)NCC(=O)O
    0, -8, -4, -9, 7, -5, 4, 0, 4
[57] CCOC(=O)c1cc(-c2ccccc2)sc1NC(=O)CN1C(=O)NC(CC)(c2ccc(F)cc2)C1=O (stereo not given)
    0, -28, -56, -22, -5, -1, -304, 0, -8[20 µM]

# Additional entries follow:
nr	mol	Runt-SMMHC FRET	TbHK1 inh	NCF1 inh	EBV gp42 block	p97 inhibitor	RBBP9 inhibitor	m-calpain inh	Runt-CBFb FRET	Furin inhibitor
61	O=[N+]([O-])c1ccc(S(=O)(=O)N/N=C/c2cccs2)cc1	-4	-15	-27	-7	-8	-3	23	0	-9
62	CC(C)Oc1ccc(/C=N/NC(N)=S)cc1	2	-30	-16	3	-2	-10	24	1	-2
63	Cn1c(=O)c2c(nc(Br)n2C/C=N/NC(N)=S)n(C)c1=O	-8	-7	1	-17	12	0	-6	-1	-18
64	O=C(c1ccc2snnc2c1)N1CCOCC1	-2	-8	-1	7	1	-2	14	-2	-15[20 µM]
65	COc1ccc2nnc(-c3ccccc3)n2n1	-1	1	-11	-13	-1	-9	-72	0	-18
66	CCNc1nc(NC(C)C)nc(Oc2ccc(OCCOc3ccccc3)nn2)n1	0	7	-3	-11	-1	5	-16	-243	-27
67	CCOC(=O)CCc1c(C)nc2c(c(C)nn2C(C)(C)C)c1C	-4	-1	-5	-10	1	1	3	-6	-27
68	CN(C)c1ccc(NC(=O)Cn2c(=O)n(Cc3ccccc3)c(=O)c3ccccc32)cc1	-1	-9	0	-9	9	-3	-21	1	-16
69	COc1cccc(CNC(=O)C2CCN(S(=O)(=O)c3cccs3)CC2)c1	-5	-1	-11	-11	-3	-8	-5	3	-10[20 µM]
70	OCC1(Cc2ccccc2)CCN(C2CCN(c3ccc(F)c(F)c3)CC2)CC1	nt	2	1	-8	3	7	-29	nt	-33
71	CC(C)OC(=O)C(C)Nc1n[nH]c(=S)[nH]c1=O (stereo not given)	1	-23	2	-9	4	-6	-11	-3	-8
72	COc1ccc(OC)c(/C=N\NC(=O)c2ccc(=O)n(C)c2)c1	2	-28	9	-10	-8	-10	-27	1	-5
73	Cc1sc(NC(=O)C(C)C)c(C(=O)Nc2ccccc2)c1C	-2	-1	-18	-9	-3	-9	27	nt	-9[20 µM]

# Screening data: PubChem BioAssay, several laboratories
